# SR-BI uptake up: activators of SR-BI mediated HDL lipid uptake; 320,000 compounds, 0.096% hits; activation, % at 12.5 µM; CHO ldlA[mSR-BI] cells, DiI-HDL uptake fluorescence, 3 h; 100 = double the neutral-control signal;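 active = mean replicate activation of at least 60% and every replicate at or above 60%; inconclusive = mean or all-replicate condition met, but not both; inactive = mean below 60% and not all replicates reaching 60%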;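 note: 0% = median plate neutral-control signal and 100% = twice that signal; values of inactives mirror those of a sister screen read the other way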
#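 Assay system: LDL receptor-deficient CHO ldlA cells overexpressing murine SR-BI / Medium: BSA-supplemented, HEPES-buffered Ham's F12, pH 7.4 / Probe or stimulus: DiI-labelled HDL at 10 µg/mL final / Timing: compound with DiI-HDL co-incubation, 3 h at 37 °C / Technique: bottom-read cell fluorescence after medium removal, ex 550/em 595 nm / Measure: HDL uptake via cellular fluorescence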
# PKA-R2B activ: activators of human PKA-R2B complex; activation, % at 11.4 µM; P22694+P31323; 340,000 compounds, 0.079% hits; PKA-R2B holoenzyme dissociation, Cy5-IP20 fluorescence polarization; R2B truncated from residue 108, S112A mutant; 0% DMSO only, 100% 113 µM cGMP;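 active = activation above a cutoff set at the mean over all compounds plus 3 SD, cut at about 18% in these data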;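 note: higher means more holoenzyme dissociation and a rise in polarization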
# Target sequence (P31323 whole entry, looked up, other chains not shown, the tested form may be a part): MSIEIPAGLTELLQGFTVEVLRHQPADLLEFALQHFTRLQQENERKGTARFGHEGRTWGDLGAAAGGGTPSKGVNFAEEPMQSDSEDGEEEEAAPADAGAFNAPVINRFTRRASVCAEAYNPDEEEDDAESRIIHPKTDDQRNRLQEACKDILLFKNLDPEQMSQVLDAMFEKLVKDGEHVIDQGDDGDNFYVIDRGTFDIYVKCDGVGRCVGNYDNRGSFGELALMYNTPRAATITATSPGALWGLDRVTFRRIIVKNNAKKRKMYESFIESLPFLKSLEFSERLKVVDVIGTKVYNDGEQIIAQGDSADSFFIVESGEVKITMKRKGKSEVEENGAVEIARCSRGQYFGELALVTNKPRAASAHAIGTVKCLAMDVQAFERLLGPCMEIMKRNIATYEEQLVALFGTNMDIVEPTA
# NSD2 HMT inh: blocks human histone methyltransferase NSD2. O96028. NSD2 peptide methylation, AlphaScreen, 120 min. inhibition, % at 12.5 µM. 310,000 compounds, 0.54% hits. AID 743445; in the data active = inhibition above about 50%
# Keap1 Nrf2 FP: Keap1-Nrf2 (human) interaction inhibition; Q14145; Keap1 Kelch-Nrf2 peptide fluorescence polarization, 1536-well; inhibition, % at 9.4 µM; 340,000 compounds, 0.15% hits; AID 504523; in the data active = inhibition above about 12%; inconclusive = no clear call, values can overlap the other calls; inactive = below about 7.3%;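 note: human Keap1 Kelch domain with fluorescein labeled Nrf2 9mer peptide probe; 0% = neutral control wells and 100% = peptide positive control; higher means more block of Keap1 binding to Nrf2 peptide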
# Arr AP2 block: inhibitors of human beta-arrestin and AP2 interaction; FITC-arrestin peptide / GST-AP2 beads, flow cytometry; AP2 beta2 appendage carries R879A mutation; inhibition, % at 10 µM; 340,000 compounds, 0.31% hits;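 active = inhibition above a set limit, near 3 SD of compounds lacking own fluorescence, cut at about 54% in these data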;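 note: plate controls were DMSO wells for no effect and 5 µM unlabelled arrestin peptide for full effect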
#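 Assay system: GST-AP2 R879A bound to glutathione beads, E. coli-expressed; Medium: PBS with 0.05% Tween 20 and 0.1% BSA; Also added: fluorescein-tagged arrestin peptide at 50 nM final; Timing: 12 min plus 1 h, RT; Measured by: flow cytometry, FL1 (488/535 nm); Evaluation: percent drop in bead-associated FITC signal.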
# DAGLB inh: blocks human DAGLB lipase activity | Q8NCG7 | HEK293T DAGLB membrane lysate, EnzChek fluorogenic substrate | inhibition, % at 5.17 µM | 340,000 compounds, 0.059% hits; in the data active = inhibition above about 34%;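 note: 0% = enzyme with vehicle and 100% = wells lacking enzyme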
# Target sequence (Q8NCG7 whole entry, looked up): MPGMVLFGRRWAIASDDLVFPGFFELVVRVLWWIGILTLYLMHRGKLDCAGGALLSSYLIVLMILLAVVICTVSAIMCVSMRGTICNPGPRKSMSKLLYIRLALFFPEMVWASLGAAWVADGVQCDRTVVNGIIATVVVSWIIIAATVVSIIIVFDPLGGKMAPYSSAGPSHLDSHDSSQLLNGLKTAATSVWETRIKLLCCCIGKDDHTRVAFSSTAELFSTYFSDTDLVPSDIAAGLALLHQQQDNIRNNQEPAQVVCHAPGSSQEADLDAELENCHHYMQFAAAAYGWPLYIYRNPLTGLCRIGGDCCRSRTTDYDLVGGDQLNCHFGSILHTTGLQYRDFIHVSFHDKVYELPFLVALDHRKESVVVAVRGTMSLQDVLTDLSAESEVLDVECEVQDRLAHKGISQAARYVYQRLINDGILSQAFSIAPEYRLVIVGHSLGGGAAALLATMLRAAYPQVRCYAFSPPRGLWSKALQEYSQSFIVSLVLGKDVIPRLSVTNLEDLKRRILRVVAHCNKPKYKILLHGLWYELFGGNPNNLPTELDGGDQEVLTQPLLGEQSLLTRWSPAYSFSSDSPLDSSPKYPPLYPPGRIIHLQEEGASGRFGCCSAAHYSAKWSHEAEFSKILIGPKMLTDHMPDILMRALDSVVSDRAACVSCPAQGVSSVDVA
# Cardiac RTF inh: cardiac RTF calcium desensitization. IANBD-labeled cardiac RTF, Ca2+ fluorescence. inhibition, % at 7.15 µM. 340,000 compounds, 0.12% hits. AID 493244;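 active = inhibition above the mean inhibition of all tested compounds plus 3 SD, cut at about 17% in these data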;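 note: assay run at fixed EC70 calcium of 1.6 mM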
# SR-BI HDL uptake: blocks mouse SR-BI lipid uptake from DiI-HDL. Q61009. ldlA[mSR-BI] CHO cells, DiI-HDL uptake fluorescence, 3 h. inhibition, % at 12.5 µM. 320,000 compounds, 0.96% hits;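 active = mean replicate inhibition of at least 70% and a set share of replicates each scoring 70 or more; inconclusive = meets just one of the two criteria; inactive = fails both criteria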;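 note: 0% = median of neutral control wells and 100% = median of positive control wells; values of inactives mirror those of a sister screen read the other way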
# PvdQ inh: blocks Pseudomonas aeruginosa PvdQ acylase activity; purified PvdQ acylase, fluorescence plate reader; 340,000 compounds, 0.063% hits; inhibition, % at 10 µM; in the data active = inhibition above about 30%, passing the limit was not always enough; inconclusive = no clear call, values can overlap the other calls;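 note: 0% = vehicle neutral wells and 100% = reference inhibitor wells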
# C-LANA FP: inhibitors of KSHV LANA C-terminal domain DNA binding. MBP-C-LANA/FAM-LBS DNA binding, fluorescence polarization. inhibition, % at 9 µM. 340,000 compounds, 0.078% hits. AID 504423;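 active = highest replicate inhibition at or above 60% at 9 µM, even if other replicates fall short; inactive = all replicates below 60% inhibition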;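 note: 0% = neutral control wells and 100% = 4 µM acridine orange control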
# Numbers without * were called inactive; ? = inconclusive; · = not tested or not shown. No enrichment for hits; any-hit rate near 2.1%.
SMILES,SR-BI uptake up,PKA-R2B activ,NSD2 HMT inh,Keap1 Nrf2 FP,Arr AP2 block,DAGLB inh,Cardiac RTF inh,SR-BI HDL uptake,PvdQ inh,C-LANA FP
CCCNC(=O)C/C(C)=N/NC(=O)C(=O)Nc1ccccn1,-4,-23,-5,-2,5,2,-15,4,-6,0.8
CCC(=O)NC(NC(=S)Nc1c(C)n(C)n(-c2ccccc2)c1=O)C(Cl)(Cl)Cl (centres undefined),19,-1,-4,-2,-5,-4,-7,-19,-23,0.1
CCn1c(SCC(=O)Nc2cccc(C)c2)nc2ccccc2c1=O,-19,2,0,0,10,-5,-2,19,-2,0.4
CCn1c(=O)n(CC(=O)N(C)Cc2ccccc2)c(=O)c2ccccc21,29,8,0,-1,5,1,-10,-29,-4,1.0
CN(C)S(=O)(=O)NCC1CCCN(Cc2cc3ccccc3s2)C1 (centres undefined),10,0,1,0,15,0,-10,-10,-5,-0.3
C=CC[C@H](CC(=O)NCCO)C(=O)N[C@H](COC(=O)[C@@H](CC=C)Cc1ccc(F)cc1)c1ccccc1,-18,-1,·,-2,8,0,-1,18,-13,-1.5
CCC1CCCCN1CCCNC(=O)CN1C(=O)CSc2ccc(S(=O)(=O)N3CCOCC3)cc21 (centres undefined),6,-1,2,0,-7,-2,3,-6,-2,-0.1
O=C(CCl)N(Cc1ccccc1)c1ccccc1,31,-10,-3,-5,1,2,0,-31,-8,-0.6
Cc1ccc(/C=N/NC(=O)C(C)Oc2cccc3ccccc23)o1 (centres undefined),-14,14,2,1,24,0,-5,14,2,-0.7
CCC(=O)Nc1cccc(C2=NOC3(C2)C[C@@H](C(N)=O)N(C(=O)c2ccccc2C(=O)c2ccccc2)C3)c1 (some centres undefined),-11,4,·,-3,5,-7,8,11,6,1.2
O=C(CCNC(=O)c1ccc(Br)o1)NCc1ccccc1Cl,17,-6,0,-6,-5,2,1,-17,-3,0.9
O=S(=O)(NCc1ccc2c(c1)OCO2)c1cccc(S(=O)(=O)N2CCOCC2)c1,-10,-3,1,-4,-3,0,-3,10,-12,-0.1
CN1CCN(c2ccc(S(=O)(=O)N3CCOCC3)cc2NC(=O)CC(C)(C)C)CC1,-4,0,1,-7,4,-2,-5,4,2,-0.7
Oc1ccccc1Oc1c(F)c(F)nc(N2CCCC2)c1F,?,-8,44,-2,-6,-4,-6,-230,-8,0.5
Cc1ccc(NC(=S)NC(NC(=O)c2ccco2)C(Cl)(Cl)Cl)cc1 (centres undefined),-3,-4,-4,-9,19,1,7,3,-1,1.3
COc1ccc(N2CCN(C(c3ccco3)c3sc4nc(C)nn4c3O)CC2)cc1 (centres undefined),-9,-9,-1,3,0,0,4,9,-13,-0.1
Clc1ccc(CN2CCN(c3ncccn3)CC2)cc1,17,-11,-1,-5,-4,3,-6,-17,-11,2.7
c1cc(-c2noc(CC3CCCCC3)n2)ccn1,-2,5,-2,3,2,0,3,2,-5,0.1
Cc1ccc(NCSc2ccc(Cl)cc2)cc1,-9,-8,0,-7,-3,-3,-8,9,-10,0.4
COc1ccccc1NC(=O)CN1CCN(CC(=O)Nc2ccc(S(N)(=O)=O)cc2)CC1,8,10,-1,2,31,-3,-4,-8,-3,0.0
CCn1cc(CNC(=O)C2CCC(=O)N(CCc3cccc(F)c3)C2)cn1 (centres undefined),10,0,-3,1,7,0,-5,-10,-10,-0.8
CCOC(=O)N1CCN(C(=O)CSc2nnc(-c3ccc(C)c(C)c3)o2)CC1,10,10,·,-4,1,-2,-4,-10,-15,-1.0
CN(Cc1ccccc1)c1ccc(C(CC(N)=O)NC(=O)c2ccc(Br)cc2)cc1[N+](=O)[O-] (centres undefined),1,8,·,2,20,12,1,-1,-3,0.3
COc1cc(/C=N/Nc2ncnc3sc4c(c23)CCC4)ccc1O,-60,10,3,4,34,-2,0,60,6,-0.3

# Ordered by value in DAGLB inh (ascending): three of the compounds above
SMILES,DAGLB inh
Cc1ccc(NCSc2ccc(Cl)cc2)cc1,-3
COc1ccc(N2CCN(C(c3ccco3)c3sc4nc(C)nn4c3O)CC2)cc1 (centres undefined),0
Clc1ccc(CN2CCN(c3ncccn3)CC2)cc1,3

# Following part
SMILES,SR-BI uptake up,PKA-R2B activ,NSD2 HMT inh,Keap1 Nrf2 FP,Arr AP2 block,DAGLB inh,Cardiac RTF inh,SR-BI HDL uptake,PvdQ inh,C-LANA FP
O=C(O)c1ccc(NC(=O)c2cccc(NC(=O)c3cccs3)c2)cc1,37,1,0,-6,9,-1,-5,-37,7,0.2
COCc1[nH]nc2c1C1(CCC3(CC1)OCCO3)C(C#N)=C(N)O2,9,1,0,-1,-7,0,0,-9,-10,-1.5
CCN(CC)S(=O)(=O)c1c(OC)cc(C)c(Cl)c1C,-5,6,-2,-8,3,-1,3,5,7,0.5
CCCn1c(SCC(=O)c2c[nH]c3ccccc23)nnc1-c1ccncc1,-32,4,1,-6,0,0,-14,32,-16,0.0
COC(=O)c1ccc(NC(=O)c2ccccc2SC)cc1,2,-4,0,-1,25,-1,0,14,-1,-1.6
CCCn1nc(C(=O)NCCN2CCOCC2)c2ccccc2c1=O,6,-8,-2,-2,3,-2,-1,-6,8,1.3
CCn1cc(C(=O)OCC(=O)N(C)Cc2ccccc2)c(=O)c2ccc(C)nc21,2,1,-1,-2,-8,-1,5,-2,-8,-0.1
Cc1cccc(NC(=O)c2cc(=O)c3ccccc3o2)c1,-11,-2,-1,-5,-14,0,-11,11,-6,4.8
O=C(Nc1ccsc1C(=O)NC1CCCCC1)c1ccccc1,-35,4,0,1,-12,-11,-3,35,-11,-1.2
O=C(CN1CCN(Cc2ccccc2)CC1)Nc1ccccc1-c1ccccc1,13,1,0,4,14,-4,-6,-13,3,0.1
COc1ccc(C2=NOC(C(=O)N3CCN(c4ccccc4OC)CC3)C2)cc1 (centres undefined),-29,2,·,2,-8,1,-7,29,-9,1.9
Cc1cc(NC(=O)CCC(=O)N(Cc2ccco2)C2(C(=O)NC3CCCCC3)CCCC(C)C2)no1 (centres undefined),·,6,-3,-2,27,-3,1,·,0,-2.9
Cc1cc(C(=O)NCc2ccc(S(N)(=O)=O)cc2)c(C)o1,16,-9,7,-6,9,1,-5,-16,-12,0.5
O=C(CNS(=O)(=O)c1cccc2nsnc12)NCc1ccc(Cl)cc1,17,-1,-2,5,-3,2,-2,-17,-11,0.3
O=C(CCNC(=O)c1ccc(Br)cc1)Nc1cccc(S(=O)(=O)N2CCCCC2)c1,-26,-18,-1,-1,11,-4,7,26,6,-1.8
CCN(CC)CCC(c1cc(OC)c(OC)c(OC)c1)c1c(OC)cc(OC)c2c(-c3ccccc3)cc(=O)oc12 (centres undefined),39,-6,·,-2,9,0,2,-39,-14,-2.0
CCN(Cc1ccccc1)C(=O)CSc1nc(C)cc(C)c1C#N,-64,-6,·,-2,4,-5,-9,64,-13,-2.3
CCn1c(SCc2nc3ccccc3[nH]2)nnc1-c1cccnc1,29,6,-3,6,-4,-1,-5,-29,-10,-0.6
CCCc1cc(=O)oc2c(C)c(OCC(=O)NC3CC(C)(C)NC(C)(C)C3)ccc12,11,5,2,1,-3,-3,-8,-11,-12,1.6
Cc1ccc(C)c(N2CCN(C(=O)CCS(=O)(=O)c3ccc4c(c3)NC(=O)C(C)S4)CC2)c1 (centres undefined),-3,3,3,-1,44,0,-4,3,4,0.2
CCOC(=O)c1ccc(NC(=O)c2ccc(NS(C)(=O)=O)cc2)cc1,-35,2,0,-1,7,1,2,35,10,0.5
CCCn1c(N)c(Sc2ccc(Cl)cc2)c(=O)n(CCC)c1=O,-16,2,-1,-3,8,-1,7,16,-13,2.2
CC(C)(CNC(=O)c1cccs1)N1CCOCC1,20,5,0,-5,12,-2,-7,-20,14,2.5
Cc1cccc(N2C(=O)C3C4CC(=O)C(c5ccccc54)C3C2=O)c1C (centres undefined),-2,-2,12,0,9,-2,-15,2,-1,1.5
Cc1ccc2nc(N3CCN(c4ccccc4)CC3)c(C=O)c(=O)n2c1,-8,1,4,2,4,0,2,8,-11,0.7
COc1ccc(CN(CC(=O)NC2CCCCC2)C(=O)CCCC(=O)Nc2ccccn2)cc1,29,-7,-1,5,-7,0,-1,-29,-10,1.2
Cc1cccc(C(=O)NCc2nnc(SCC(=O)NC3CCCC3)n2C)c1,3,-9,-5,-4,7,1,-8,-3,-12,0.7
COc1cccc(N2CC(C(=O)Nc3c(C(N)=O)oc4ccccc34)CC2=O)c1 (centres undefined),-6,2,2,-1,25,2,-11,6,-8,-1.1
OC(C#CCN1CCOCC1)c1cccs1 (centres undefined),14,7,·,2,22,0,-21,-14,-4,0.6
Cc1ccc(OCC(=O)Nc2ccc(C)c(S(=O)(=O)N3CCCCC3)c2)c([N+](=O)[O-])n1,-58,-5,-1,-7,25,2,1,58,-8,0.3
F[B-](F)(F)c1cc2ccccc2s1,36,-2,·,-5,2,2,-2,-36,-12,0.1
CC(NS(=O)(=O)c1ccc(CCC(=O)N2CCN(C)CC2)cc1)c1ccccc1 (centres undefined),11,-1,1,1,22,-5,-18,-11,-8,-1.7
Cc1ccc(OCC(=O)NNC(=O)CCc2ccccc2)c(Br)c1,-6,-7,-6,-5,4,0,-10,6,-14,-1.7
Cc1ccc(SCCNC(=O)c2ccc([N+](=O)[O-])c(C)c2)cc1,-6,-2,1,-4,-11,-13,4,6,-11,-0.1
Cc1cccc(OCc2nnc(SCC(=O)c3cccs3)n2C)c1C,-6,-3,-2,1,3,-4,-5,6,-5,0.6
Cc1ccc(S(=O)(=O)N2CCN(C(=O)CC(C)n3nc(C)c(Cl)c3C)CC2)cc1 (centres undefined),-3,3,0,-3,-3,-7,-5,3,7,-0.9
C[C@H](CO)N1C[C@H](C)[C@@H](CN(C)C(=O)NC2CCCCC2)Oc2ccc(NS(=O)(=O)c3cccs3)cc2C1=O,-2,-2,·,-1,-9,-1,2,2,-4,0.3
COc1ccc(N2CCN(C(=O)c3ccc(Oc4ccc(C(F)(F)F)cn4)cc3)CC2)cc1,15,1,-1,-2,-6,-8,-6,-15,-17,-0.6
CCc1cc(=O)oc2c3c(cc(OCC(=O)NCCCCCC(=O)O)c12)OC(C)(C)CC3,-15,-5,-1,2,24,-2,2,15,6,2.0
CCC(C)(C)NC(=O)C(c1ccc(C)cc1)N(CC1CCCO1)C(=O)CNC(=O)c1cccs1 (centres undefined),30,-23,·,3,3,1,-5,-30,-13,-0.6

# Screening results: PubChem BioAssay, several laboratories
